Screens as filed in PubChem.
E-selectin induc: E-selectin induction in HUVECs, primary screen, imaging, HUVEC, immunofluorescence imaging, single point; P16581; normalized: neutral wells 0, TNF-alpha wells 100; activation, % at 7.58 µM; actives 0.37% (n = 260,000);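 active = mean E-selectin-positive cell signal at least 10% of the positive control, reached in at least 60% of replicates, without over 20% cell loss; inconclusive = no rule given, readout overlaps actives, possibly toxicity-flagged; inactive = the rest, including those meeting only one limit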;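 note: in these data hits start at about 27%; measured in HUVEC primary endothelial cells; signal is the percent of cells scored E-selectin positive by PE staining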
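Material: HUVEC primary endothelial cells; Amount: 3,000 cells per well; Dosing: single concentration; Medium: EGM-2 growth medium on 0.1% gelatin-coated wells; Read-out basis: percent E-selectin-positive cells; Signal: immunofluorescence imaging; Control set: TNF-alpha, DMSO.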
RAD54 inh: inhibitors of human RAD54 branch migration, primary screen, biochemical, fluorescence, single point; DNA repair and recombination protein RAD54-like (Homo sapiens), Q92698; RAD54 Holliday junction branch migration, FAM/BHQ fluorescence; inhibition, % at 10.4 µM; actives 0.14% (n = 360,000); AID 602329, 2012;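 active = mean normalized replicate activity at least 40 and at least half of replicates scoring 40 or more; inconclusive = only one of the two criteria met; inactive = mean below 40 and under half of replicates reaching 40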;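 note: 0% = median of neutral control wells and 100% = median of positive control wells; inhibitors cause a drop in the FAM fluorescence signal; in these data hits start at about 50%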
ERAP1 inh: human ERAP1 aminopeptidase inhibitors, primary screen, biochemical, single point, plate reader. Endoplasmic reticulum aminopeptidase 1 (Homo sapiens), Q9NZ08. recombinant ERAP1, Leu-AMC fluorescence, 60 min. inhibition, % at 10.7 µM. actives 0.15% (n = 340,000). AID 652197, 2013;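 active = mean replicate inhibition of at least 30%, or all replicates individually reaching that 30% level; inactive = mean below 30% and not every replicate reaching it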;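 note: 0% = neutral control wells and 100% = L-leucinethiol positive control wells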
Target sequence (Q9NZ08 whole entry, looked up): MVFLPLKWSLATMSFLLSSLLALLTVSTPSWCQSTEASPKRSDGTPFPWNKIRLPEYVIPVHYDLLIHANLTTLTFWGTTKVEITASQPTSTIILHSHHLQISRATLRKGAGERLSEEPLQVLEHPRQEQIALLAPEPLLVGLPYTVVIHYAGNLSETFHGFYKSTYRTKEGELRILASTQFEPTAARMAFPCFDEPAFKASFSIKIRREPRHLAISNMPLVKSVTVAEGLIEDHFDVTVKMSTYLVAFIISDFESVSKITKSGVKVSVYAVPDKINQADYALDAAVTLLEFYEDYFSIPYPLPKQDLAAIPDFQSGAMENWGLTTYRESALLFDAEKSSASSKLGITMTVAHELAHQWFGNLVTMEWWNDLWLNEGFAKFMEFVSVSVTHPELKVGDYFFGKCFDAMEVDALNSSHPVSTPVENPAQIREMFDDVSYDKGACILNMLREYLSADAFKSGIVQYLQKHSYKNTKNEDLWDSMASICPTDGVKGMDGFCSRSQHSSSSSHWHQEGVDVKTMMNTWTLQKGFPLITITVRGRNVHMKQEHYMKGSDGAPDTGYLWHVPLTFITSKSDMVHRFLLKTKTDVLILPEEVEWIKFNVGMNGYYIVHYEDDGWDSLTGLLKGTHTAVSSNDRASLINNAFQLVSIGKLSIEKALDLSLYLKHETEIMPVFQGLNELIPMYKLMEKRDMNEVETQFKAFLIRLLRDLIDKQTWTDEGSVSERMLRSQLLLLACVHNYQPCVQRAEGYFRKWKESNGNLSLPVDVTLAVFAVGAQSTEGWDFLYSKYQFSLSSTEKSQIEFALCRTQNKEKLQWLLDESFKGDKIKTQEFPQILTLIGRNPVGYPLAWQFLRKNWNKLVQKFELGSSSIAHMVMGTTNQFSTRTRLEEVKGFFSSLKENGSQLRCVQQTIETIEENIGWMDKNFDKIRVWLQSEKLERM
XiGFP reactiv: activators of inactive X chromosome reactivation, primary screen, imaging, XiGFP fibroblasts, GFP high-content imaging, set 2; XiGFP mouse fibroblasts, % GFP-positive cells imaging, 3 d; cells co-treated with 5-aza-dC sensitizer; scaled so ellipticine positive control = 100%; activation, % at 7.58 µM; actives 0.055% (n = 360,000); AID 743238, 2013;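 active = mean normalized replicate activation at least 10% and every replicate at or above 10%; inconclusive = only one of the two criteria met; inactive = mean below 10% and not all replicates reach 10%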;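 note: 0% = median of on-plate neutral control wells and 100% = ellipticine 6 µM median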
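Schedule: 3 d treatment, 15 min room-temperature fixation; system: 68-5-11 XiGFP fibroblast line; buffer or medium: DMEM plus 5-aza-dC sensitizer; control set: ellipticine 6 µM positive control; compound: one concentration, pinned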
ERp5 block: inhibitors of ERp5-driven insulin aggregation, primary screen, biochemical, turbidity, absorbance 650 nm, single point. Protein disulfide-isomerase A6 (Homo sapiens), Q15084. 90 min. inhibition, % at 9.99 µM. actives 0.05% (n = 350,000). AID 651711, 2012;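 active = mean replicate inhibition above about 25%, with every replicate also reaching it, limit read from the data, passing the limit was not always enough; inconclusive = only one of those two criteria met; inactive = neither criterion met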
esBAF inh: Bmi1 luciferase reporter increase in mESCs, primary screen, esBAF inhibitor project, mouse ES cells, Bmi1 luciferase knock-in, single point | 24 h; 100% = twice the neutral-well signal | reporter increase, % at 12.5 µM | actives 2% (n = 350,000); in the data active = activation above about 40%; inconclusive = no clear call, values can overlap the other calls;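 note: 0% = median of the plate's neutral control wells and 100% = double that signal; a rise in the Bmi1 reporter signal indicates esBAF inhibition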
RAD52 inh: RAD52 DNA annealing inhibitors, primary screen, biochemical, FRET, single point, set 2; DNA repair protein RAD52 homolog (Homo sapiens), P43351; recombinant RAD52 DNA annealing, FRET fluorescence; inhibition, % at 18.7 µM; actives 0.46% (n = 360,000); AID 651710, 2012;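 active = every replicate showing at least 50% inhibition; inconclusive = mean inhibition at least 50% but not in every replicate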
S100A4 MyoIIA: inhibitors of S100A4-myosin IIA peptide binding, primary screen, biochemical, fluorescence polarization, TAMRA-MyoIIA peptide. inhibition, % at 10.7 µM. actives 0.14% (n = 360,000). AID 652163, 2013;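 active = mean inhibition of at least 70% across replicates, with every replicate also reaching that level; inconclusive = mean inhibition reaches 70% but some replicates fall short; inactive = mean inhibition below 70%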
Target sequence (P26447 whole entry, looked up): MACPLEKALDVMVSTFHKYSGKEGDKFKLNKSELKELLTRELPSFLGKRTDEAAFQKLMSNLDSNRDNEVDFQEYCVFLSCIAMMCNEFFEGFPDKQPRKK
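incubation = readout 5 min after mixing, signal stable up to 60 min | system = S100A4 monomer protein | buffer or medium = HEPES pH 7.2 with CaCl2, KCl, NaCl, DTT, Triton | benchmarks = neutral control DMSO, positive control TFP | also added = fluorescent myosin IIA peptide, 5 nM | compound dosing = one concentration per compound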
The depositor's hits bear a star; u = inconclusive; x = not tested or not shown.

canonical_smiles	ERAP1 inh	RAD52 inh	XiGFP reactiv	S100A4 MyoIIA	RAD54 inh	ERp5 block	E-selectin induc	esBAF inh
O=c1[nH]cnc2c1ncn2[C@H]1CC[C@@H](CO)O1	2	-8	u	-3	-7	-1	-0.2	-7
Cc1nnc(N/N=C\c2ccc(-c3cccc(C(=O)O)c3)o2)n1N	-7	-7	0.0	1	x	0	x	x
Cc1ccc(C(=O)Nc2ccc3c(c2)nc(CCNC(=O)c2ccco2)n3C)cc1	-3	-21	0.2	0	5	-1	x	x
O=C(CC(F)(F)F)N1C[C@@H]2[C@H](c3ccccc31)[C@@H](CO)N2C(=O)c1ccncc1	5	0	0.1	-4	-11	-1	0.2	-9
CCc1nnc(NS(=O)(=O)c2ccc(NC(=O)/C=C/c3ccccc3Cl)cc2)s1	-2	-8	0.1	1	x	-6	0.1	x
COc1ccc(C)c2sc(NC(=O)C3CC3)nc12	2	-7	0.0	0	10	8	x	3
CS(=O)(=O)Nc1cccc(-c2ccc3nncn3c2)c1	4	-6	0.0	3	3	-1	-0.1	12
Cc1cnc(CNC(=O)C2(C)CCCN2CC(C)C)cn1 (configuration not stated)	-3	-3	-0.1	-2	-11	-6	1.4	1
CCCn1nc(Oc2nc(N(C)C)nc(N(C)C)n2)ccc1=O	-1	-19	0.0	-4	x	-2	x	-4
O=C(c1ccccc1)N1CC2(C1)[C@H](c1ccccc1)[C@H](CO)N2C(=O)CC1CC1	0	-14	0.0	-11	x	-4	-0.4	x
CN(c1ccc(C(=O)N2CCOCC2)cc1)S(=O)(=O)c1ccc(Cl)cc1	-2	-4	0.0	-5	-11	-9	0.5	x
Cc1ccc(S(=O)(=O)N(C)C[C@@H]2Oc3ccc(NC(=O)Nc4ccc5c(c4)OCO5)cc3CC(=O)N([C@@H](C)CO)C[C@@H]2C)cc1	-1	12	0.0	2	30	12	0.7	1
COCCN1CCN(C(=O)C2CCC(=O)N(CCCc3ccccc3)C2)CC1 (configuration not stated)	2	-10	0.1	13	-6	-6	x	-6
C[C@H](CO)N1C[C@H](C)[C@H](CN(C)CC2CCCCC2)Oc2ccc(NC(=O)Nc3cccc4ccccc34)cc2C1=O	0	28	0.0	13	5	-2	5.3	-11
CC(Oc1cccc(Cl)c1)C(=O)Nc1ccc(S(=O)(=O)NC2=NCCCCC2)cc1 (configuration not stated)	-1	-3	0.1	-5	5	4	0.5	1
O=S(=O)(Nc1cccc(-n2cnnn2)c1)c1ccccc1F	0	-1	0.3	-2	11	4	x	-3
O=C(Cn1c(NCCCO)nc2ccccc21)c1ccc(F)cc1	-2	-6	0.2	0	-2	2	0.2	13
O=C(c1ccc2c(c1)OCO2)N1CC2(C1)[C@H](c1ccccc1)[C@@H](CO)N2C(=O)C1CCCC1	4	-25	0.0	-15	x	-2	-0.1	x
COc1ccc(NC(=O)N(C)C[C@@H]2OCCCC[C@H](C)Oc3ccc(NC(=O)NC(C)C)cc3C(=O)N([C@H](C)CO)C[C@@H]2C)cc1	3	2	-1.1	4	0	0	0.0	8
CCOc1ccc(CNC(c2ccccc2)c2ccccc2)cc1	-2	-17	0.0	-6	-16	3	x	-7
CC(C)CC#Cc1ccc2c(c1)O[C@H](CN(C)C)[C@H](C)CN([C@H](C)CO)S2(=O)=O	-1	11	0.0	-3	2	-12	-0.2	-8
Cc1noc(C)c1NC(=O)N(C)C[C@H]1Oc2ccc(NS(C)(=O)=O)cc2CC(=O)N([C@@H](C)CO)C[C@@H]1C	x	x	0.2	x	5	x	-5.6	3
C[C@@H]1CN([C@@H](C)CO)C(=O)c2cc(-c3ccc(C(=O)N(C)C)cc3)cnc2O[C@@H]1CN(C)C(=O)c1cccnc1	0	1	0.1	-18	-3	4	x	-3
Nc1ncnc2c1ncn2[C@@H]1O[C@H](C(=O)N(CCC2=CCCCC2)CC2CC2)[C@@H](O)[C@H]1O	2	-4	0.0	-1	-12	-5	x	-5
CC(C)C[C@H]1CN=C(N(C)C)N1CC(C)C	-1	-20	0.0	12	8	-1	0.0	-3
CCCN(CC(=O)Nc1ccccc1C)C(=O)CCl	-3	-15	0.0	11	7	1	-0.3	-2
C[C@@H]1CN([C@H](C)CO)C(=O)Cc2cc(NC(=O)CCCCCC(=O)Nc3ccccc3N)ccc2O[C@@H]1CN(C)CC1CCCCC1	0	15	0.8	29	0	4	0.1	-26
CC(=O)Nc1ccc(/C=N/NC(=O)CCN2CCN(c3ccccc3)CC2)cc1	-1	-6	0.0	11	x	-10	0.0	x
C[C@@H]1CN([C@@H](C)CO)C(=O)c2cc(NC(=O)CCCCCC(=O)Nc3ccccc3N)ccc2O[C@@H]1CN(C)Cc1ccc2c(c1)OCO2	2	4	0.1	-1	x	-6	x	x
O=C(Cn1cnc2c(cnn2-c2ccccc2)c1=O)NC1CCCC1	6	-11	-0.1	-11	-7	4	-1.7	2
CC1CC(C)CN(S(=O)(=O)c2ccc(C(=O)NNC(=O)c3ccccc3F)cc2)C1 (configuration not stated)	-1	-12	-0.1	-7	3	11	x	-4
COc1ccc2c3c(n(C)c2c1)[C@@H](CO)N(Cc1ccccc1)CC31CN(C(=O)c2ccccc2F)C1	-3	-20	0.1	4	x	-6	0.1	x

One compound at a time, from the list above:
C[C@@H]1CN([C@@H](C)CO)C(=O)c2cc(NC(=O)CCCCCC(=O)Nc3ccccc3N)ccc2O[C@@H]1CN(C)Cc1ccc2c(c1)OCO2 in the list: ERAP1 inh = 2; RAD52 inh = 4; XiGFP reactiv = 0.1; S100A4 MyoIIA = -1; RAD54 inh = x; ERp5 block = -6; E-selectin induc = x; esBAF inh = x
COc1ccc2c3c(n(C)c2c1)[C@@H](CO)N(Cc1ccccc1)CC31CN(C(=O)c2ccccc2F)C1 in the list: ERAP1 inh = -3; RAD52 inh = -20; XiGFP reactiv = 0.1; S100A4 MyoIIA = 4; RAD54 inh = x; ERp5 block = -6; E-selectin induc = 0.1; esBAF inh = x

An excerpt from above in order of SMILES length, ascending:
canonical_smiles	ERAP1 inh	RAD52 inh	XiGFP reactiv	S100A4 MyoIIA	RAD54 inh	ERp5 block	E-selectin induc	esBAF inh
CN(c1ccc(C(=O)N2CCOCC2)cc1)S(=O)(=O)c1ccc(Cl)cc1	-2	-4	0.0	-5	-11	-9	0.5	x
COc1ccc2c3c(n(C)c2c1)[C@@H](CO)N(Cc1ccccc1)CC31CN(C(=O)c2ccccc2F)C1	-3	-20	0.1	4	x	-6	0.1	x
C[C@@H]1CN([C@@H](C)CO)C(=O)c2cc(NC(=O)CCCCCC(=O)Nc3ccccc3N)ccc2O[C@@H]1CN(C)Cc1ccc2c(c1)OCO2	2	4	0.1	-1	x	-6	x	x

The list goes on:
canonical_smiles	ERAP1 inh	RAD52 inh	XiGFP reactiv	S100A4 MyoIIA	RAD54 inh	ERp5 block	E-selectin induc	esBAF inh
CCOc1ccc(-c2ccc(/C=C3/C(=N)N4C(C)=CSC4=NC3=O)o2)c([N+](=O)[O-])c1	3	-29	-0.1	-3	-1	u	-1.9	9
CC(SCC(=O)NC12CC3CC(CC(C3)C1)C2)C(=O)O (configuration not stated)	2	4	0.1	-1	x	-1	0.1	x
COc1ccc(Cn2nnnc2CN(Cc2cc3cccc(C)c3[nH]c2=O)C2CCCC2)cc1	0	-92	x	-3	-6	0	x	-2
CCOc1cc(C2NC(=S)NC(C)=C2C(=O)Nc2ccccc2)ccc1O (configuration not stated)	5	-5	0.0	2	2	1	x	-3
CCCCCCC12C(=Cc3cc4c(cc31)OCCO4)c1cc(OC)c(OC)cc1C(CC(=O)NC1CCCCC1)N2C(=O)OC (configuration not stated)	-1	-17	-0.1	-1	x	3	-0.3	x
O=C(CSc1nnc(SCc2ccccc2)s1)N/N=C/c1ccc(C(=O)O)cc1	-24	-6	0.1	6	-12	1	0.2	x
Cc1ccnc(NC(=O)c2ccc(Cl)c(NC(=O)CCc3ccccc3)c2)c1	-1	-20	0.0	-5	x	12	1.8	x
COc1ccccc1CNC(=O)COC(=O)c1cc([N+](=O)[O-])ccc1N1CCOCC1	5	-7	0.0	1	2	4	x	x
O=C(NCCc1ccccc1)/C(=C\c1ccccc1)NC(=O)c1ccco1	0	-9	0.4	-2	-14	-2	x	x
O=C(COC(=O)/C=C/c1ccc(OC(F)F)cc1)Nc1ccc(S(=O)(=O)N2CCCC2)cc1	x	x	0.1	x	-1	x	-0.1	3
Cc1cc(NC(=O)COC(=O)C2=COCCO2)c([N+](=O)[O-])cc1C	-1	-6	0.1	8	x	0	x	x
CC(C)NC(=O)Nc1ccc2c(c1)C(=O)N([C@H](C)CO)C[C@@H](C)[C@H](CN(C)C(=O)CCCN(C)C)OCCCC[C@@H](C)O2	-1	4	0.1	55	12	1	-0.1	x
COc1ccc(N(CC(=O)NC(C)c2ccccc2)S(=O)(=O)c2ccc(C)cc2)cc1 (configuration not stated)	-1	-12	0.1	2	4	-1	x	6
Cc1ccccc1S(=O)(=O)N1[C@@H](C#N)[C@@H](c2ccc(C#CC3CCCCC3)cc2)[C@@H]1CO	-4	-47	0.0	-1	-1	2	0.0	-4
C[C@H]1CN([C@@H](C)CO)S(=O)(=O)c2ccc(C#Cc3ccccc3)cc2O[C@H]1CN(C)C(=O)Nc1ccc2c(c1)OCO2	2	5	-0.4	8	8	-3	0.7	-3
Cn1cnnc1SCC(=O)Nc1ccc(Cl)cn1	-1	-18	0.0	-3	x	-14	x	x
CN(C)C(=O)[C@@H]1[C@@H](CO)[C@@H]2Cn3c(cccc3=O)[C@H]1N2CC1CCCC1	-1	-22	0.2	-1	x	-3	-0.3	x
COc1ccc(O)c(C(=O)c2cnn(C(=O)c3cccc(S(=O)(=O)N4CCOCC4)c3)c2)c1	-4	-10	0.3	24	-1	-4	4.4	-1
Cc1noc(C)c1NC(=O)Nc1ccc2c(c1)C(=O)N([C@H](C)CO)C[C@@H](C)[C@H](CN(C)C(=O)Nc1cccc3ccccc13)OCCCC[C@H](C)O2	4	3	0.0	4	x	4	-0.3	x
Cc1nc(-c2cccc(NC(=O)c3ccco3)c2)cs1	-5	-53	0.1	-21	-10	-3	-0.3	15
Cc1cc(Cl)ccc1-n1c(-c2cccnc2)n[nH]c1=S	2	-6	0.0	-4	x	x	x	x
C[C@H]1CN([C@@H](C)CO)C(=O)c2cccc(N(C)C)c2O[C@H]1CN(C)C(=O)Nc1ccccc1	3	-2	0.0	-4	19	2	-0.1	4
CCn1c(SCC(=O)Nc2cccc(C)c2)nc2c(c1=O)SC(C)C2 (configuration not stated)	2	-1	0.0	-3	7	-2	u	-8

This is a random part of the collection; about 2.5% have a hit in one of these screens.
